# Source: PubChem
# Coupling enz = coupling enzyme interference in Giardia aldolase counter-screen; coupling enzyme system counterscreen, AmpLite Red fluorescence; activity change, negative = inhibition, % at 58.2 µM, hits read low; 290,000 compounds, 0.67% hits; in the data active = activity change below about -30%; note: % is set by controls: 0 for no effect and ±100 for the full control effect
#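 Activity here indicates interference with the coupling reaction, not aldolase inhibition. Compounds at 57.5 uM final met coupling enzymes for 10 min at RT; substrate and AmpLite Red detection followed, with a 525/598 nm fluorescence read after 20 min.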
# B2AR arrestin = beta2AR (human) beta-arrestin recruitment activity. P07550. beta-arrestin recruitment to beta2AR, cell-based reporter. Potency, µM (doses to about 46.1 µM), without a hit: top-dose activation, hits mostly activators. 330,000 compounds, 0.02% hits. AID 492947;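 note: potency is the fitted concentration of half-maximal effect; 0% = DMSO controls and full agonism = EC100 isoproterenol or metaproterenol; nearly all actives have a fitted effect of over 65% in size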
# Giardia killer = kills Giardia lamblia; Giardia lamblia trophozoite viability; activity change, % at 7.66 µM, hits read low; 340,000 compounds, 0.15% hits; AID 540267; in the data active = activity change below about -80%; inconclusive = between about -30% and that limit;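 note: parasites exposed to compound for two days anaerobically before the ATP read; % is set by controls: 0 for no effect and ±100 for the full control effect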
#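 Each well holds 100 Giardia trophozoites and compound. After two days (48 hrs) at 37 deg C in anaerobic conditions, ATP is quantified by luminescence.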
# BCR signal inh = inhibitors of chronic active B-cell receptor signaling; Potency, µM (top dose mostly 46.1 µM), without a hit: at the top dose ratio change, negative = lower green/red ratio, usual class: inhibitors; 340,000 compounds, 0.05% hits; AID 493014; ABC-DLBCL IkBa-CBG/CBR reporter, luminescence ratio, 4 h; active = well fitted inhibition curve with a large enough effect in the signal ratio, with a control signal flat, not every such curve was filed as active; inconclusive = small, poorly fitted or top-dose-only effect, or effect the other way, or a change in a side signal; the % refers to the signal ratio;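 note: potency is the fitted concentration of half-maximal effect; plate controls were basal doxycycline-induced cells for no effect and cells given 10 µM MG132 for full effect; MG132 reads +100%, hits lower the ratio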
#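 TMD8 ABC-DLBCL cells carrying doxycycline-inducible green luciferase fused to IkappaBalpha plus unfused red luciferase were exposed to compounds (up to 46 uM) for 4 hrs at 37C. Activity came from the overlap-corrected green/red luminescence ratio.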
# ASM inhibitor = human S-ASM enzyme inhibition; placental ASM, HMU-PC fluorogenic substrate, 60 min; Potency, µM (highest dose often 57.5 µM), for inactives: at the top dose activity change, negative = inhibition, most hits filed as inhibitors; 340,000 compounds, 0.006% hits; note: potency is the fitted concentration of half-maximal effect
# Target sequence (P17405 47-631 limits assumed): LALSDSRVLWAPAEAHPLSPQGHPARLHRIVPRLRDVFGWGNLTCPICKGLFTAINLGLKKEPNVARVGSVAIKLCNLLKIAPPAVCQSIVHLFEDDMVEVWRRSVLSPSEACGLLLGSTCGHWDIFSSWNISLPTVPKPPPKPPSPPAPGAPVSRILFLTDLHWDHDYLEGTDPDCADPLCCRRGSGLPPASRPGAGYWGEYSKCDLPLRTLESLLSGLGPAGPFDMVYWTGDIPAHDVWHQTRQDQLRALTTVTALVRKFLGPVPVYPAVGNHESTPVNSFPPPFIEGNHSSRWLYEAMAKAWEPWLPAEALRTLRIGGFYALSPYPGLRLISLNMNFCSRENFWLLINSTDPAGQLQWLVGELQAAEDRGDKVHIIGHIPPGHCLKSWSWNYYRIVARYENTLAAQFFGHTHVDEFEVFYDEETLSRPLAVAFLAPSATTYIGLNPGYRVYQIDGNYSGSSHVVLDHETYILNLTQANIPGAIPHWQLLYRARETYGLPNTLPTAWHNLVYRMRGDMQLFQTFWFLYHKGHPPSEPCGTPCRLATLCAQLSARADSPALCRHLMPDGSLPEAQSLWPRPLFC
#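 Fluorogenic HMU-PC substrate (9 uM final) is turned over by placental ASM in 60 min at 37 C after a 10 min compound preincubation. Reaction ended by alkaline stop (pH 10), with fluorescence read at 386/447 nm.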
# Menin-MLL TR inh = inhibitors of human menin-MLL interaction, mutant MLL peptide; AID 1768; 270,000 compounds, 0.23% hits; Menin + Texas Red MLL mutant peptide, fluorescence polarization; Potency, µM (highest dose often 61.6 µM), for inactives: at the top dose FP activity change, negative = inhibition, most hits filed as inhibitors; active = well fitted inhibition curve with a large enough effect in the polarisation, with a control signal flat, not every such curve was filed as active; inconclusive = small, poorly fitted or top-dose-only effect, or effect the other way, or a change in a side signal; inactive = no such curve, though single readings can be large or run the other way; the % refers to the polarisation; note: potency is the fitted concentration of half-maximal effect; % of control where 0% means no effect; many of its hits are not listed in these tables
# PTAP TSG101 blk = blocks PTAP/TSG101 interaction to inhibit HIV-1 budding; Q99816; Potency, µM (titrated, usually from 115 µM), inactives show at the top dose activity change, negative = inhibition, hits mostly inhibitors; AID 493005; Fluorescence polarization, FITC-PTAP peptide / Tsg101 binding; 340,000 tested, under 10 active; active = well fitted inhibition curve with a large enough effect in the main read-out, with a control signal flat, not every such curve was filed as active; inconclusive = small, poorly fitted or top-dose-only effect, or effect the other way, or a change in a side signal; inactive = no such curve, though single readings can be large or run the other way; note: potency is the fitted concentration of half-maximal effect; % of control where 0% means no effect
#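 Compounds were pin-transferred onto Tsg101 binding domain (10 uM final) in HEPES pH 7.5 buffer, then FITC-PTAP peptide was added at 50 nM final. After 20 min at RT, polarization reported peptide displacement across a qHTS concentration series.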
# Tb PFK inh = blocks T. brucei phosphofructokinase | O15648 | T. brucei PFK, ADP-Glo luminescence | Potency, µM (series often up to 57.5 µM), inactives show top-dose activity, negative = inhibition, actives largely listed as inhibitors | 330,000 compounds, 0.17% hits | AID 485367;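 note: potency is the fitted concentration of half-maximal effect; 0% = uninhibited 1x PFK enzyme wells and -100% = no-enzyme wells; nearly all actives have a fitted effect of over 60% in size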
# Target sequence (O15648 whole entry, looked up): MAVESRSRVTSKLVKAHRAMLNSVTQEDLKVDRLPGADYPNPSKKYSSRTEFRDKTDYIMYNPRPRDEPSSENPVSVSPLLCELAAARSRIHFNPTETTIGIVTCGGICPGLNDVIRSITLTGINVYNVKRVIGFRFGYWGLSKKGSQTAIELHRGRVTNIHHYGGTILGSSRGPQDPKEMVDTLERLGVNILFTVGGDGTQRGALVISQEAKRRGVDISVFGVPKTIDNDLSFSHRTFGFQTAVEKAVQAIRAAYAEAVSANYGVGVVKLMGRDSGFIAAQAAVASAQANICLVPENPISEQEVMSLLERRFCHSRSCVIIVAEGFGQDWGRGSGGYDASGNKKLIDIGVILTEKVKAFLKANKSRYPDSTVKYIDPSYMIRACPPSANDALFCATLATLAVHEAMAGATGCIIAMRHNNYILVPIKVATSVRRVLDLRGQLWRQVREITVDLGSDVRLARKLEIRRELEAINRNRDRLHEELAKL
#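 Compounds were pin-transferred as a titration series up to 57 uM into substrate buffer (0.5 mM F6P, 0.1 mM ATP, pH 8.0), then 1.25 nM PFK was added and reactions ran 45 min before ADP-Glo detection.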
# PKM2 activator = increases activity of human pyruvate kinase M2; AID 1631; purified PKM2, Kinase-Glo ATP luminescence, activation; response scale: 0% is enzyme alone, no compound; 260,000 compounds, 0.34% hits; Potency, µM (titrated, usually from 57.5 µM), for the others: at the highest dose activation, actives largely listed as activators; P14618; note: potency is the fitted concentration of half-maximal effect; % is set by controls: 0 for no effect and ±100 for the full control effect; nearly all actives have a fitted effect of over 55% in size
#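 Purified hPK-M2 (>95% pure) converted ADP (0.1 mM final) to ATP with 0.5 mM PEP in 50 mM imidazole pH7.2, KCl, MgCl2, Tween 20, BSA; 1 h at room temperature. ATP detected by Kinase-Glo luminescence.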
# a7 integrin act = activators of alpha7 integrin expression for muscular dystrophy; alpha7betagal myoblasts, beta-gal FDG fluorescence, 48 h; Potency, µM (titrated, usually from 38.3 µM), for the others: top-dose activation, most hits filed as activators; 350,000 compounds, 0.064% hits;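 note: potency is the fitted concentration of half-maximal effect; 100% = response of the positive control SU9516; nearly all actives have a fitted effect of over 60% in size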
#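 alpha7betagal+/- myoblasts (passage 13, 250/well) treated 48 h at 37C with compounds at 1:260 dilution of DMSO stock. Lysed, then beta-galactosidase activity read as FDG fluorescence (ex 480/em 540) after 30 min, with pre-read for autofluorescence.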
# GALK inhibitor = galactokinase (human) inhibition | Purified GALK, Kinase-Glo residual ATP luminescence | AID 1868 | 270,000 compounds, 0.007% hits | P51570 | Potency, µM (titrated, usually from 57.5 µM), inactives show top-dose activity change, negative = inhibition, usual class: inhibitors; note: potency is the fitted concentration of half-maximal effect; % is set by controls: 0 for no effect and ±100 for the full control effect
#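 ATP-depletion format; final 35 uM ATP, 100 uM D-galactose, 5 nM enzyme; pH 8.0 HEPES/Mg2+ buffer; 60 min RT; luminescence read 10 min after detection reagent.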
# An asterisk follows results filed as active; ? = inconclusive; . = no result given; & = joins results of further samples; [ ] = remark or other dose. Unless noted, calls come from the whole dose curve; as a rule, active = well fitted curve in the direction sought with a large enough effect; inconclusive = small, poorly fitted or top-dose-only effect, or another doubt; inactive = no such curve, though single readings can be large; an effect the other way counts as inactive or inconclusive. Not all compounds are listed (hit frequency here may not be typical).
# Values run as follows: BCR signal inh	Menin-MLL TR inh	PKM2 activator	PTAP TSG101 blk	GALK inhibitor	Coupling enz	a7 integrin act	Tb PFK inh	B2AR arrestin	ASM inhibitor	Giardia killer
CCC1(CC)C(=O)NC(=Nc2cccc(C(F)(F)F)c2)NC1=O
    0%	-7%	-2%	-2%	1%	3	-1%	-3%	-0.4%	-1%	-4
CCOP(=O)(OCC)C(NC(=O)c1cccc(C)c1)C(Cl)(Cl)Cl (centres undefined)
    ?	.	-13%	0%	0%	-3	-30%	-13%	9.5%	-2%	-10
CC1CN(C(=S)Nc2cccc(Cl)c2)CC(C)O1 (centres undefined)
    ?	10%	2%[11.5 µM]	-3%	-3%	2	?	-3%	-0.2%	2%	-4
O=C1NC(=O)C(=Cc2ccccc2Oc2ccc(F)cc2)C(=O)N1
    -1%	21%	0%	-2%	-3%	0	-17%	3%	-0.1%	2%	-1
Nc1ccc(N2CCN(Cc3ccccc3Cl)CC2)c(Cl)c1
    10%	15%	-2%	-2%	-2%	2	22%	3%	0.1%	10%	-3
CCOc1ccc(C(C)=O)cc1Cc1c(O)[nH]c(=S)[nH]c1=O
    3%	1%	-3%[11.5 µM]	-4%	7%	-2	3%	-12%	-1.3%	1%	-26
CCn1c(O)c(N=Nc2cccc(S(=O)(=O)N3CCOCC3)c2)c(=O)n(CC)c1=S
    -1%	.	-4%	-2%	-2%	1	-22%	-9%	0.0%	-10%	2
COc1ccc(-n2c(O)c(/C=C3\C=Nc4ccccc43)c(=O)[nH]c2=O)cc1
    0%	?	0%	12%	.	-1	?	-4%	-1.0%	-4%	5
C#CCNc1ccncc1S(=O)(=O)NC(=O)NC(C)C
    19%	-8%	-15%	-5%	3%	0	24%	0%	-1.5%	1%	-25
Cc1cc(OCC(=O)N[C@H](C(=O)O)c2ccccc2)c2c3c(c(=O)oc2c1)CCC3
    -1%	?	-4%	-3%	.	10	28%	-2%	-0.8%	10%	0
Cc1ccc(C2NC(=S)NC(c3ccc(C)cc3)C23C(=O)NC(=O)NC3=O)cc1 (centres undefined)
    -2%	20%	-6%	-6%	3%	4	8%	-3%	0.2%	-2%	13
CCCOC(=O)c1c(N)n(Cc2cccs2)c2nc3ccccc3nc12
    ?	16%	9%	-5%	0%	-1	-25%	3%	0.5%	.	17
COc1ccccc1CN1CCCC(C(=O)c2ccccc2SC)C1 (centres undefined)
    2%	-7%	7%	-1%	3%	0	-41%	-1%	-0.4%	3%	0
COc1cccc(-c2nc3ccc(N4CCN(C)CC4)cc3[nH]2)c1
    ?	14%	2%	-5%	2%	-14	-22%	-4%	-0.1%	.	?
Cc1ccc(C(=O)Nc2nc3ccccc3[nH]2)cc1
    ?	24%	-37%	-8%	1%	-3	-15%	-11%	0.4%	-6%	-92*
O=C(CN1CC=C(c2ccccc2)CC1)NC(=O)NCc1ccccc1
    14%	?	-4%	0%	-4%	0	-19%	-5%	0.2%	9%	-14
COc1cc(CNCCc2c[nH]c3ccccc23)cc(OC)c1
    ?	11%	.	-1%	-2%	1	?	-10%	-0.6%	-1%	15
Cc1ccc2c(c1)oc(=O)n2CC(=O)c1ccccc1
    ?	.	-2%	2%	.	4	4%	1%	0.3%	-2%	-14
CCOC(=O)C1CCN(/C=C2/C(=O)NC(=O)N(c3ccc(OCC)cc3)C2=O)CC1
    -5%	-4%	-1%	2%	0%	0	?	5%	-0.2%	-1%	8
COc1ccc(S(=O)(=O)Nc2cc([N+](=O)[O-])ccc2OC)cc1
    2%	0%	0%	0%	0%	0	?	3%	0.4%	-1%	9
CC(=O)OCC(=O)[C@H]1CC[C@H]2[C@@H]3CC[C@H]4C[C@H](O)CC[C@]4(C)[C@H]3C(=O)C[C@]12C
    6%	.	.	2%	.	.	.	0%	0.2%	-4%	-24
Cc1oc(-c2cccs2)nc1CSCC(=O)N1CCC2(CC1)OCCO2
    1%	-20%	5%	-1%	1%	-1	-21%	5%	0.0%	-1%	5
Cn1cc(C(=O)OCC(=O)NC2(C#N)CCCCC2)c2ccccc21
    0%	.	.	0%	.	.	-6%	-1%	-0.9%	0%	-3
Cc1ncc(CN2CCCC(C(=O)c3sccc3C)C2)s1 (centres undefined)
    ?	-18%	-7%	1%	3%	-2	-7%	-3%	0.2%	0%	13
CCC(C)(C)c1ccc(O)cc1
    -4%	4%	.	-1%	.	.	.	2%	0.3%	-1%	-1
O=C(Nc1cccc(Cl)c1)N1C[C@H]2C[C@@H](C1)c1cccc(=O)n1C2
    0%	0%	6%	1%	.	-1	15%	3%	0.1%	3%	2
O=S1(=O)CC2(N3CCOCC3)CCCCC21 (centres undefined)
    1%	-8%	-11%	-2%	-1%	1	0%	-4%	0.0%	0%	-5
Nc1ncc([N+](=O)[O-])s1
    -3%	.	.	-5%	.	.	.	-16%	-1.0%	-4%	?
O=P(OCC(F)(F)C(F)F)(N1CCCCC1)N1CCCCC1
    ?	8%	-2%	-9%	3%	1	-2%	-11%	0.1%	3%	-9
COc1cccc2c1cc([N+](=O)[O-])c1c(C(=O)O)cc3c(c12)OCO3
    .	?	.	5%	.	15&7	2%	.	.	-14%	0
Cc1ccc(CN2CCCC(C(=O)c3sccc3C)C2)o1 (centres undefined)
    9%	-11%	-4%	-4%	2%	3	0%	-5%	-0.7%	-2%	47[activator]
Cc1ccc(/C=C2/C(=O)NC(=O)N(C)C2=O)cc1
    3%	6%	0%	-3%	0%	-1	10%	-3%	-1.3%	1%	14
Cc1ccc2cccc(OC(=O)N(C)c3ccccc3)c2n1
    3%	-5%	22%	-3%	4%	3	9%	3%	0.5%	0%	-2
CN1CCN(c2ccc3nccnc3c2)CC1
    ?	6%	-5%	-2%	2%	-5	-21%	-1%	-1.0%	1%	0
COCCO[C@H]1CCC2C3CC=C4C[C@@H](O)CC[C@]4(C)C3CC[C@@]21C (some centres undefined)
    ?	.	.	-7%	.	.	-6%	2%	6.3%	-7%	-8
CC(=NCc1ccc2c(c1)OCO2)c1c(O)n(-c2ccccc2)c(=O)[nH]c1=O
    -20%	.	10%	0%	-2%	-2	-10%	1%	-0.6%	-2%	-2
C/C(=N\NC(=O)c1ccccc1O)c1c(O)n(C2CCCCC2)c(=O)[nH]c1=O
    ?	.	.	4%	-15%	.	-13%	-1%	0.2%	2%	-15
CNC(=O)O/N=C(\N)Cc1csc2ccccc12
    ?	.	3%	4%	3%	0	10%	-28%	-0.5%	1%	-20
COc1cc(OC)cc(C(=O)Nc2ccc(N3CCN(C(=O)c4cccs4)CC3)cc2)c1
    ?	.	2%	0%	2%	.	-13%	-22%	-0.3%	.	18
C=C1C(O)(c2ccccc2)C2CC[N+]1(C)CC2 (centres undefined)
    8%	5%	-3%	-3%	-1%	3	25%	4%	0.3%	4%	41[activator]
O=c1c2ccccc2nc(-c2ccccc2Cl)n1-c1ccc(O)cc1
    0%	-10%	.	-11%	-1%	3	-24%	0%	0.2%	0%	-14
Fc1cccc(F)c1-c1nc(-c2ccc(Cl)cc2)no1
    -9%	.	-3%	0%	2%	1	14%	-5%	0.3%	3%	-1
Cc1ccc(Sc2ccc(C=C3C(=O)N(C)C(=O)N(C)C3=O)o2)cc1
    2%	16%	-12%	0%	-1%	-11	22%	-16%	-0.2%	1%	10
CC(C)N1C(=O)/C(=C/C=C/c2ccco2)C(=O)N(Cc2ccco2)C1=O
    -3%	30%	9%	-2%	0%	-4	-20%	-26%	3.3%	?	26
CCN(CC)c1ccc(/C=C2\C(=O)NC(=S)N(C)C2=O)o1
    -16%	.	-12%	?	-1%	1	-14%	-4%	-0.1%	-11%	5
C=C1N2CCC(CC2)C1(O)c1ccc(C)cc1 (centres undefined)
    ?	-1%	3%	-3%	-1%	3	9%	1%	0.3%	2%	-10
C/C(Cl)=C/CC1(CN2CCCC2=O)C(=O)NC(=O)NC1=O
    4%	2%	-22%	0%	2%	-3	?	0%	-1.4%	1%	-7
COc1ccccc1/C=C/C=C(\C#N)C(=O)NC(C)c1ccccc1 (centres undefined)
    ?	34%[activator]	2%	0%	0%	0	-19%	-3%	0.2%	4%	9
CCC(C)n1c(O)c(/C=N/N2CCOCC2)c(=O)[nH]c1=S (centres undefined)
    1%	5%	0%	2%	1%	5	2%	6%	-2.1%	4%	12
Cc1ccc(CNCCc2ccccc2F)cc1
    1%	-13%	-4%	-9%	-2%	1	-8%	4%	-2.0%	3%	8
